High-throughput results from PubChem.
CXCR6 inh: CXCR6 (human) receptor inhibition; O00574; CHO-K1 PathHunter CXCR6 beta-arrestin, luminescence; inhibition, % at 20 µM; 360,000 compounds, 0.36% hits; AID 602244; in the data active = inhibition above about 34%, passing the limit was not always enough;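 note: antagonist mode with CXCL16 agonist at 10 nM final; 0% = 10 nM CXCL16 with DMSO and 100% = unstimulated wells without agonist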
ATG4B inh: inhibitors of human ATG4B cysteine protease. Q9Y4P1. ATG4B cleavage of LC3-PLA2, NBD-HPC fluorescence, 1 h. 340,000 compounds, 0.51% hits. inhibition, % at 8.33 µM; in the data active = inhibition above about 40%
Target sequence (Q9Y4P1 whole entry, looked up): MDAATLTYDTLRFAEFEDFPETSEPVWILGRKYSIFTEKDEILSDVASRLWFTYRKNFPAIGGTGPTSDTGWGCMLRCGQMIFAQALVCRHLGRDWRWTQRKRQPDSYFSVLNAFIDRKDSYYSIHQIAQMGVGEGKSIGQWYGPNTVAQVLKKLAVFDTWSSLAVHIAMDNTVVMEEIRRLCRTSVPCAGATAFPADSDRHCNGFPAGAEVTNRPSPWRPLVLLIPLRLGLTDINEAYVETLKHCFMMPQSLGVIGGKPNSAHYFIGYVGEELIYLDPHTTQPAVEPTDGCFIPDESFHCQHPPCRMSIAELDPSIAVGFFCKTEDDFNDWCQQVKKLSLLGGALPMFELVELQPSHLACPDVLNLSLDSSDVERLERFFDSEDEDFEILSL
UBC13 polyUb: blocks human UBC13 polyubiquitin chain formation. 330,000 compounds, 0.47% hits. P61088. inhibition, % at 20 µM. TR-FRET. AID 485273; in the data active = inhibition above about 45%, passing the limit was not always enough
Target sequence (P61088 whole entry, looked up): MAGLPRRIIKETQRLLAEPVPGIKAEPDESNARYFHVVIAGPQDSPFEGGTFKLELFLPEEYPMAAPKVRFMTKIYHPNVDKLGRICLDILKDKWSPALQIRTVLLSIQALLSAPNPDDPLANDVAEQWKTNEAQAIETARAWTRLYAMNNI
CCR6 antag: blocks CCL20-driven beta-arrestin recruitment at human CCR6. AID 493098. CHO-K1 CCR6 PathHunter beta-arrestin, luminescence, CCL20-stimulated. 340,000 compounds, 0.49% hits. inhibition, % at 20 µM. P51684;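 active = compounds whose inhibition of the agonist-driven luminescence signal at 20 µM reaches about 50%, limit read from the data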;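 note: cells stimulated with CCL20 at 14 nM final; plate controls were DMSO with CCL20 for no effect and DMSO without agonist for full effect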
Gli-Sufu block: antagonists of Gli-Sufu signaling; Sufu-KO-LIGHT fibroblasts, Gli luciferase reporter luminescence; inhibition, % at 5 µM; 340,000 compounds, 0.74% hits;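 active = inhibition above about 55%, limit read from the data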;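 note: 0% = DMSO-treated cells and 100% = wells with medium but no cells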
APJ antag: APJ receptor antagonism | P35414 | CHO-K1 APJ beta-arrestin complementation, luminescence | inhibition, % at 20 µM | 330,000 compounds, 0.32% hits | AID 2521;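 active = inhibition above about 40% at 20 µM, limit read from the data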;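 note: cells challenged with 10 nM apelin-13 agonist together with compound; plate controls were apelin-13 plus DMSO wells for no effect and DMSO wells lacking apelin-13 for full effect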
APJ agonist: APJ receptor agonism. P35414. CHO-K1 APJ PathHunter beta-arrestin, luminescence; 0% DMSO wells, 100% apelin. activation, % at 20 µM. 330,000 compounds, 0.11% hits;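 active = activation more than six SD over the plate average, tested at 20 µM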;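 note: 0% = DMSO alone and 100% = apelin-13 at 10 nM; some results filed as inactive read as strong as hits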
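assay system = CHO-K1 APJ beta-arrestin complementation cell line | input = cell density 1000 per well | dosing = compound 20 µM once, DMSO 1% | timing = compound 90 min 25 °C, reagent 1 h | measured by = luminescence from split beta-galactosidase complementation, Galacton Star/Emerald II substrate | read-out basis = APJ agonist activity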
EBI2 block: EBI2 (human) antagonism; P32249; EBI2 beta-arrestin recruitment, luminescence, 7a,25-OHC stimulated; inhibition, % at 5 µM; 360,000 compounds, 0.81% hits; AID 651636; in the data active = inhibition above about 38%;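 note: enzyme fragment complementation signal reports receptor beta-arrestin coupling in cells; 0% = agonist plus DMSO wells and 100% = wells without agonist; some results beyond the cut were filed as inactive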
Target sequence (P32249 whole entry, looked up, the tested form may be a part): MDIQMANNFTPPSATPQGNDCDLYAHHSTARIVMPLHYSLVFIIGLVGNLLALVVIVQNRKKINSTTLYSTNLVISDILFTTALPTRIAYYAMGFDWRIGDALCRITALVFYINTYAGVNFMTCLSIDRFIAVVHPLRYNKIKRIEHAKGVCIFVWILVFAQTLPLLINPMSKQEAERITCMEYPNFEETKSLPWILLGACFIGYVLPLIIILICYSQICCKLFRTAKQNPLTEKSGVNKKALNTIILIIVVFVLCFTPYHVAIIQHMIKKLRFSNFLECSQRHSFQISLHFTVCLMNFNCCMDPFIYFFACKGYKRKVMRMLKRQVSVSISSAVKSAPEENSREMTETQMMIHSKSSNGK
* marks the source's active call; other numbers are inactive results; / = not tested or not shown; & = joins results of further samples.

SMILES | CXCR6 inh | ATG4B inh | UBC13 polyUb | CCR6 antag | Gli-Sufu block | APJ antag | APJ agonist | EBI2 block
COC(=O)c1ccc(CS(=O)(=O)c2ccc(C)cc2)o1 | 0 | -3 | 4 | 9 | 43 | 13 | -1 | 1
CN1CC=C2C(C#N)=C(N)C(C#N)(C#N)C(c3cccc(Cl)c3Cl)C2C1 (centres undefined) | 2 | -2 | -54 | 18 | -14 | 15 | -4 | 15
O=C(COC(=O)c1ccc(O)cc1)Nc1ccc(OC(F)F)cc1 | -7 | -3 | -2 | -10 | 4 | -5 | -1 | 2
COc1ccc(C2=Nn3c(nnc3-c3ccccc3OC)SC2)cc1OC1CCCC1 | 3 | -31 | 32 | -3 | 67* | 0 | -1 | 0
C#CCOc1ccccc1C(N)=O | -2 | -3 | 1 | 1 | 0 | 6 | 0 | 5
COc1ccc2[nH]c3c(c2c1)CCN1C(=O)C(CC(=O)NCCC2=CCCCC2)C[C@H](C(=O)N2CCCCC2)[C@@]31CCc1ccccc1 (some centres undefined) | 10 | / | / | 7 | 17 | / | / | 13
Cn1cc(CN2CCCC(C(=O)c3cccs3)C2)c(-c2cccc(Cl)c2)n1 (centres undefined) | -2 | -8 | -3 | 17 | 28 | -7 | -3 | 9
COC(=O)CN1C(=O)COc2ccc(S(=O)(=O)N3CCCCCC3)cc21 | 4 | -3 | -4 | 4 | 20 | 1 | -2 | -2
COc1cc2c(c(OC)c1OC)-c1ccc(NC(=O)c3ccc(F)cc3)c(=O)cc1[C@@H](NC(C)=O)CC2 | 1 | -8 | 8 | 0 | 5 | -8 | -1 | 13
Cn1c(/C(C#N)=C(\O)c2ccccc2Cl)nc2ccccc21 | 14 | -4 | 0 | 10 | -1 | 14 | -2 | 0
CCn1c(Cc2ccc(OC)cc2)nnc1SCC(=O)Nc1ccc(N2CCOCC2)cc1 | 3 | -5 | 7 | -5 | 11 | 13 | 0 | -9
Cc1ccccc1CNC(=O)c1ccccc1SCC(=O)NCc1ccco1 | -1 | -1 | -2 | 11 | -2 | 20 | -7 | -11
C=CCc1ccccc1OCCn1ccnc1 | 10 | -1 | 5 | 2 | 3 | -8 | -6 | -5
COc1cc(OC)cc(C(=O)OCC(=O)NC(c2ccccc2)c2ccccc2)c1 | 1 | 0 | 5 | 4 | 4 | -9 | -3 | 11
COc1ccc(/C=C/C(=O)NCCc2ccc(S(N)(=O)=O)cc2)cc1 | 3 | -9 | 2 | -2 | -3 | 8 | -4 | -8

The closing four compounds of the part above are carried over, then new ones follow.
SMILES | CXCR6 inh | ATG4B inh | UBC13 polyUb | CCR6 antag | Gli-Sufu block | APJ antag | APJ agonist | EBI2 block
Cc1ccccc1CNC(=O)c1ccccc1SCC(=O)NCc1ccco1 | -1 | -1 | -2 | 11 | -2 | 20 | -7 | -11
C=CCc1ccccc1OCCn1ccnc1 | 10 | -1 | 5 | 2 | 3 | -8 | -6 | -5
COc1cc(OC)cc(C(=O)OCC(=O)NC(c2ccccc2)c2ccccc2)c1 | 1 | 0 | 5 | 4 | 4 | -9 | -3 | 11
COc1ccc(/C=C/C(=O)NCCc2ccc(S(N)(=O)=O)cc2)cc1 | 3 | -9 | 2 | -2 | -3 | 8 | -4 | -8
CCCOc1ccc2c3c(c(=O)oc2c1OCCC)CCCC3 | -9 | 23 | 7 | 25 | 4 | -3 | 0 | 5
COc1cc(C2C3=C(CC(C)(C)CC3=O)Nc3ccccc3N2C(C)=O)cc(OC)c1OC (centres undefined) | -2 | -1 | -4 | 11 | -8 | 9 | -1 | -6
O=C(CNS(=O)(=O)c1ccc2ccccc2c1)Nc1ccc(F)c(F)c1F | 3 | -24 | 1 | -6 | -3 | 2 | -1 | -1
COc1ccc(N2CCN(C(=O)c3cc4c(=O)n(Cc5ccccc5)ccc4nc3C)CC2)cc1 | -3 | -12 | -4 | -2 | -23 | 1 | 11 | -1
COc1ccc(C2(CNC(=O)CCC(=O)O)CCCC2)cc1 | -14 | -3 | -2 | 9 | 0 | -7 | 0 | -12
COc1cc(=O)oc(-c2ccccc2)c1C(C)=O | -3 | -1 | 0 | 0 | 3 | -4 | -4 | -6
COc1cc(OC)cc(C(=O)N[C@H](C(=O)OCC(=O)Nc2ccc(OC)c(OC)c2)C(C)C)c1 | 1 | -6 | 8 | -10 | 8 | 13 | -2 | 11
O=C(NC1CC1)C1CC(=O)N(c2cccc(Cl)c2)C1 (centres undefined) | 2 | 5 | -2 | -4 | 4 | 5 | 5 | -6
O=C(CN1CC(=O)Nc2ccccc21)NCCc1ccc(Cl)cc1Cl | 0 | -4 | 2 | 4 | 3 | -13 | -2 | 6
O=C(COc1ccc(Br)cc1)NCC1COc2ccccc2O1 (centres undefined) | -3 | -6 | -2 | 16 | -6 | -2 | -4 | 10
Cc1ccc(N2CC(C(=O)Nc3nnc(SCC(=O)Nc4cc(C)on4)s3)CC2=O)cc1 (centres undefined) | 1 | -7 | 1 | 20 | 7 | -2 | -2 | -4
CCN(C(=O)CCc1nnc2ccc(NCc3ccco3)nn12)c1ccccc1 | 1 | -10 | -5 | 4 | -13 | -20 | 3 | 13
Cc1ccc(C)c(-n2c(Cc3cc(=O)[nH]c(=O)[nH]3)nnc2SCC(=O)NCc2ccco2)c1 | 5 | -4 | 7 | 9 | 2 | -8 | -4 | -2
Cc1csc2nc(CCNS(=O)(=O)c3cccs3)cn12 | 10 | -2 | 0 | 9 | -27 | -3 | -1 | -1
COc1ccccc1C(=O)Nc1ccc2oc(-c3ccc(F)cc3)nc2c1 | 0 | 3 | 28 | -13 | 95* | 6 | 3 | 21
NS(=O)(=O)c1ccc(CCNCC(=O)N2CCC(Cc3ccccc3)CC2)cc1 | 3 | -1 | 15 | 14 | 4 | 9 | 4 | -10
Cc1ccc(C)c(CNS(=O)(=O)c2ccc3c(c2)C(C)(C)C(=O)N3C)c1 | 0 | 0 | -9 | 6 | 8 | -1 | 2 | 7
O=S(=O)(Nc1ncccn1)c1ccccc1 | 0 | 3 | -1 | -9 | 19 | 15 | 0 | 0
C=CCn1c(NC(=O)c2ccc(C)cc2)c(C#N)sc1=N | 1 | -2 | 7 | -7 | -28 | 1 | -2 | 7
CC(C)c1ccccc1NC(=O)COC(=O)c1cccnc1 | 1 | 2 | 6 | 8 | -14 | 6 | 0 | -4
CCOc1ccc(CC(=O)NNC(=S)NC)cc1Br | -11 | -4 | -2 | -8 | -11 | 6 | -3 | -1
Cc1nc2ccc(NC(=O)COc3ccccc3F)cc2s1 | -1 | -5 | -2 | 17 | -6 | -30 | -3 | 6
CN1CCC(N(C)C(=O)Cc2ccccc2[N+](=O)[O-])CC1 | 8 | -6 | -7 | -4 | 7 | -33 | -3 | -3
CC12CCCCN1CCCc1c2[nH]c2ccccc12 (centres undefined) | 1 | -2 | 3 | 17 | 58* | 1 | 4 | -8
COc1ccccc1N1CCN(C(=O)CSc2nnnn2C2CC2)CC1 | 6 | -1 | -5 | -4 | 0 | 14 | 8 | -18
CC1(C)CC(=O)C2=C(C1)Nc1ccccc1NC2c1cccs1 (centres undefined) | 27 | 3 | -5 | -5 | 58* | 19 | -3 | -5
Cc1cccc(C2CC(c3ccc(Br)cc3)Nc3nc(N)nn32)c1 (centres undefined) | 6 | 9 | -1 | 10 | 10 | 7 | -4 | 10
O=C(Nc1ccccc1)N1CCCN(c2nccc(C(F)(F)F)n2)CC1 | -5 | -8 | 8 | 13 | 4 | 13 | -4 | 5
FC(F)(F)c1cccc(NC(=S)Nc2ccc(Cl)c(Cl)c2)c1 | -9 | 33 | 4 | 10 | 7 | -7 | -1 | -6
C/C=C/c1ccc(OCCOCCOc2cccc3cccnc23)c(OC)c1 | -3 | -24 | 2 | 7 | -5 | -16 | -4 | 2
O=C1/C(=C\c2ccccc2)CN(C(=O)CCN2CCCCC2)C/C1=C/c1ccccc1 | 66* | 4 | / | 82* | 7 | / | / | 52*
CC(C)n1nc(C(=O)Oc2ccc(Cl)cc2)c2ccccc2c1=O | -6 | 29 | 13 | 0 | 2 | -8 | -1 | -18
COc1cc(C)ccc1OCc1cc(C(=O)N2CCCCCCC2)no1 | 0 | 1 | -1 | 11 | -2 | 6 | -2 | -2
Cc1ccc(-c2cc(C(=O)NCc3ccc4c(c3)OCO4)no2)cc1 | 8 | -22 | -6 | -27 | 44 | -31 | 9 | -6
COc1ccccc1CNC(=O)COC(=O)c1ccc(S(=O)(=O)N2CCCC2)cc1 | -4 | -11 | 8 | 9 | 1 | -11 | 1 | -10
CC1CCC2(CC1)NC(=O)N(CC(=O)N1CC(C)CC(C)C1)C2=O (centres undefined) | 4 | -4 | 10 | -4 | 0 | 0 | -3 | -6
O=C(NCC1CCCN1S(=O)(=O)c1ccccc1)C(=O)NC1CC1 (centres undefined) | 4 | -1 | -1 | 9 | -12 | -2 | 4 | 5
O=C(COc1ccc(S(=O)(=O)NC2CCCCC2)cc1)N1CCN(c2cccc(Cl)c2)CC1 | 5 | -6 | -1 | 15 | 18 | -4 | -4 | 0
O=C(CN1C(=O)NC(CCc2ccccc2)C1=O)Nc1cccc(Br)c1 (centres undefined) | -4 | -43 | 10 | -9 | -10 | -2 | 2 | 1
Cc1ccc(C(=O)NN2C(=O)c3ccc(S(=O)(=O)c4ccc(C(=O)O)cc4)cc3C2=O)cc1 | 3 | 6 | -1 | 6 | -1 | 16 | -2 | -6
COc1ccc(NS(=O)(=O)c2cccc(C(=O)NN=Cc3ccc(OC)cc3OC)c2)cc1 | -16 | -19 | -13 | -1 | -6 | -8 | 4 | -5
Cc1cc(Cl)nc(Cl)c1C(=O)NCCc1ccccc1 | -2 | -2 | 13 | 11 | -2 | 21 | -5 | 2
O=C(O)c1cc(S(=O)(=O)Nc2ccccc2Cc2ccccc2)ccc1Cl | -2 | -1 | -2 | -5 | -7 | 26 | -1 | -1
COc1ccc(NS(=O)(=O)c2cc(NC(=O)c3cc(F)c(F)cc3Cl)ccc2N2CCOCC2)cc1 | 8 | -8 | -5 | 19 | -31 | 17 | -1 | 15
CN(C)c1ccc(NC(=S)NC(=O)/C=C/c2ccc(Cl)cc2)cc1 | -12 | 13 | -26 | 8 | -36 | 9 | 2 | -8
CCOC(=O)C1=C(C)N=c2sc(=C(C)C)c(=O)n2C1c1ccc(N(C)C)cc1 (centres undefined) | 13 | 8 | -5 | 15 | 6 | 22 | -4 | 11
Cc1ccc(S(=O)(=O)N2CCOCC2)cc1NS(=O)(=O)c1ccc(F)c(F)c1 | 4 | 4 | -1 | 3 | -4 | 1 | 0 | 2
C=CCc1ccc(OCCOCCNCCCC)c(OC)c1 | 6 | 5 | -5 | -2 | 7 | 6 | -1 | -7
O=C(NOCc1ccccc1)c1ccccc1 | -1 | -7 | 5 | 5&-3 | -73 | -3 | -4 | 1
O=C(Cn1cnc2ccccc21)N/N=C/c1ccccn1 | 5 | -1 | -12 | -13 | 3 | 3 | -1 | -9
O=C(CSc1nc2ccccc2s1)NC1CCCc2ccccc21 (centres undefined) | 8 | 29 | -4 | 25 | -2 | 13 | -3 | 12
Cc1ccc(C(CC(=O)NCCCN(C)C)c2ccc(OC(C)C)cc2)cc1 (centres undefined) | 7 | 5 | 17 | 8 | 16 | -12 | -2 | -6
Cc1ccccc1-c1nc(CS(=O)(=O)CC(=O)NCCCN2CC(C)CC(C)C2)c(C)o1 (centres undefined) | -2 | -1 | 1 | 16 | 43 | 15 | -1 | 0
C=CCn1c(=O)[nH]c2nc3cc(N=CN(C)C)c(C)cc3nc2c1=O | -2 | -6 | -82 | 5 | 4 | -2 | 0 | -10
O=C1CC(NN2CCCCC2)C(=O)N1c1ccccc1 (centres undefined) | -3 | -1 | -5 | -4 | -6 | -27 | -1 | -6
